mABHD4 FP: inhibits mouse alpha/beta hydrolase domain 4. Q8VD66. 370,000 tested, 0.54% active. purified mABHD4, FP-Rh probe fluorescence polarization. inhibition, % at 8.92 µM. AID 720543;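 active means inhibition exceeding the mean over every tested compound plus 3 SD, cut at about 30% in these data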;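 further: 0% = plate median of compound wells and 100% = S159A mutant with DMSO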
Target sequence (Q8VD66 whole entry, looked up, the tested form may be a part): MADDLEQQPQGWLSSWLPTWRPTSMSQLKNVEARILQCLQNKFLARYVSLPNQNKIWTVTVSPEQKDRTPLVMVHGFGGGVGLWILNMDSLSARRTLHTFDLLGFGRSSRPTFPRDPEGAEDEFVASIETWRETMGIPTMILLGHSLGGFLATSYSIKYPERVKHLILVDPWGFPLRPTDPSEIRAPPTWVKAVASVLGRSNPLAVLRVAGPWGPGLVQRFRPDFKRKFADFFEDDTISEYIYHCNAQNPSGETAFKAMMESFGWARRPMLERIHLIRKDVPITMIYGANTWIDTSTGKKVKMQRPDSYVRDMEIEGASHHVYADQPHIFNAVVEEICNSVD
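Test system: mABHD4 protein; Read-out basis: % inhibition; Incubation: 45 min + 60 min at 25 °C; Repeats: single replicate; Technique: fluorescence polarization with parallel and perpendicular emission, 525/598 nm; Compound: 8.92 µM, single dose; Benchmarks: full inhibition S159A mutant plus DMSO, zero as sample-well median.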
Tn7 DDE FP: DD(E)-Tn7 binding inhibition, primary FP screen | P02675 | FP displacement of FITC-Tn7 peptide from fibrin DD(E); 0% = median of compound wells per plate | inhibition, % at 8.3 µM | 370,000 tested, 0.13% active | AID 720508;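 active means inhibition above the mean of compounds falling within the control limits plus 3 SD of them, cut at about 14% in these data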;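 further: 0% = plate median of compound wells and 100% = 10 µM Aha-Tn7 peptide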
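Test system – human fibrin DD(E) · Times – 10 min preincubation, 3 h with tracer, room temperature · Detection – fluorescence polarization of the labelled Tn7 tracer · Measure – percent inhibition normalized to high-control wells · Benchmarks – high control wells with 10 µM unlabelled Aha-Tn7 peptide (full inhibition) · Repeats – singlicate testing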
PG9 Ab binder: PG9 antibody binding by small molecule; TR-FRET gp120-PG9 antibody binding; inhibition, % at 6.7 µM; 360,000 tested, 0.43% active; in the data active means inhibition above about 8.5%
UHRF1 binding: UHRF1 methyl-DNA binding inhibition. Q96T88. UHRF1 binding to methylated oligo, TR-FRET. inhibition, % at 4.4 µM. 370,000 tested, 0.75% active. AID 687016; in the data active means inhibition above about 21%;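 further: UHRF1 SRA domain binding a hemimethylated CpG hairpin DNA probe; 0% = median of test compound wells and 100% = reference inhibitor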
SIAE primary: blocks human sialic acid acetylesterase; SIAE FP-Rh probe binding, fluorescence polarization; Q9HAT2; inhibition, % at 9.66 µM; AID 1053197; 370,000 tested, 0.69% active;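 active means inhibition above a cutoff: mean of compounds within the control limits plus 3 SD of those, cut at about 17% in these data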;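 further: 0% = plate median of compound wells and 100% = probe without SIAE protein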
TDP2 absorb: TDP2 (human) inhibition, absorbance primary screen. 370,000 tested, 0.34% active. AID 720702. recombinant TDP2, T5PNP hydrolysis, p-nitrophenol absorbance 415 nm. O95551. inhibition, % at 12.8 µM;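 active means inhibition above the mean of all tested compounds plus 3 SD, set per campaign, cut at about 25% in these data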;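 further: 0% = DMSO with enzyme and 100% = buffer with substrate but no TDP2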
Target sequence (O95551 whole entry, looked up): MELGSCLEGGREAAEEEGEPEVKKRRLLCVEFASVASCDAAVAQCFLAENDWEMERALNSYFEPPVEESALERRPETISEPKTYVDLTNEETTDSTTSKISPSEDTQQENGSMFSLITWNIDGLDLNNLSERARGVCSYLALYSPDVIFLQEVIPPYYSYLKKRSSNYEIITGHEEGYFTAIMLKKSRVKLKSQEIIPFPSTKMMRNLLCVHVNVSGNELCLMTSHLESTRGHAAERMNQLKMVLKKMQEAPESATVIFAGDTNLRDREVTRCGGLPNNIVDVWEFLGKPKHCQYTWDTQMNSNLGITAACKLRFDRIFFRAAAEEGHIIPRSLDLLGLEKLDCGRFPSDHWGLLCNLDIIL
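System – recombinant human TDP2 · Quantity – TDP2 enzyme at 120 nM final · Doses – single concentration, 12.8 µM nominal, with 1% DMSO · Incubation – 2 h at 37 °C · Measured by – epi absorbance of p-nitrophenol freed from T5PNP by hydrolysis · Read-out – % inhibition relative to enzyme-containing and enzyme-free wells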
PRMT1 FP inh: blocks human protein arginine methyltransferase 1; Q99873; recombinant PRMT1, activity-based probe fluorescence polarization; AID 652257; inhibition, % at 2.79 µM; 370,000 tested, 1.3% active;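 active means inhibition above about 21% made by adding two undisclosed values, limit read from the data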
Target sequence (Q99873 whole entry, looked up): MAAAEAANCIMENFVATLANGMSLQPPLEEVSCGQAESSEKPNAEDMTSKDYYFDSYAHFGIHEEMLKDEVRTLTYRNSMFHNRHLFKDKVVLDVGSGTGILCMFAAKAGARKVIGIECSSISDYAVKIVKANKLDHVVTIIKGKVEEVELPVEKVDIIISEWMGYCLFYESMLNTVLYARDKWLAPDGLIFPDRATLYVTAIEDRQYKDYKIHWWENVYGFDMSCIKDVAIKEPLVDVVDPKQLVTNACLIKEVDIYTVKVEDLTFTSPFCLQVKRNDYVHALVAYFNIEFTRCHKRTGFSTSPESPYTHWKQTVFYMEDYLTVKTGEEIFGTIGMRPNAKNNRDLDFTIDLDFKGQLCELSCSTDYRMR
TCR-CD3 inh: blocks the human TCR-CD3 interaction; TAMRA-labeled TCR probe fluorescence, biochemical; inhibition, % at 9.4 µM; 360,000 tested, 0.37% active; in the data active means inhibition above about 19%;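 further: recombinant mutant TCR 2C K166C tagged with TAMRA read by polarization; 0% = receptor in buffer alone and 100% = receptor with positive control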
HTRA1 inhibitor: HTRA1 (human) protease inhibition. recombinant HTRA1, FP-rhodamine activity-based probe, fluorescence polarization. AID 504803. inhibition, % at 5.96 µM. 340,000 tested, 0.5% active; in the data active means inhibition above about 36%;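 further: 0% = enzyme with DMSO and 100% = wells lacking enzyme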
LEDGF integ inh: blocks HIV-1 LEDGF/p75-dependent DNA integration; TR-FRET IN-LEDGF/p75 DNA integration, Eu/Cy5; 370,000 tested, 0.64% active; AID 743269; inhibition, % at 3.7 µM;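 active means inhibition above the screen-wide mean plus 3 SD, cut at about 13% in these data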;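 further: signal is the Cy5 over europium emission ratio at 671 and 618 nm; 0% = plate median of compound wells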
* marks the source's active call; other numbers are inactive results; / = not tested or not shown.

canonical_smiles,mABHD4 FP,Tn7 DDE FP,PG9 Ab binder,UHRF1 binding,SIAE primary,TDP2 absorb,PRMT1 FP inh,TCR-CD3 inh,HTRA1 inhibitor,LEDGF integ inh
O=C(COC(=O)c1ccc(O)cc1O)Nc1cccc2ccccc12,1.4,0.4,-1.5,12.1,-2.6,8.2,3.3,0.1,-6.3,-5.5
COc1ccc(NC(=O)CN(C)CC(=O)Nc2cccc(C(F)(F)F)c2)cc1,-2.3,0.5,-0.1,0.0,1.1,-2.2,-0.1,-0.9,-3.3,-0.4
CCOc1cc2[nH]c(=S)n(Cc3ccc(C(=O)NCCN(CC)CC)cc3)c(=O)c2cc1OCC,0.6,-1.9,0.6,9.1,-4.3,-11.2,-2.2,3.9,10.8,-1.2
CCn1nnnc1SCC(=O)Nc1cc(OC)cc(OC)c1,1.9,1.6,-2.0,1.1,-2.5,-9.5,0.9,4.2,-3.2,-3.2
CC1CC(C)CN(S(=O)(=O)c2ccc3c(c2)CC(C)N3C(=O)C2CC2)C1 (centres undefined),-3.2,4.8,0.4,0.2,2.1,17.3,-0.8,11.7,-17.1,-2.1
COCCCn1c(=O)c2ccccc2n(CC(=O)N2CCCc3ccccc32)c1=O,-3.4,6.0,0.8,0.2,7.5,-5.4,4.2,-7.0,-0.5,-3.4
CC(C)c1ccc(S(=O)(=O)N2CCN(C(=O)CCc3nc4ccccc4c(=O)[nH]3)CC2)cc1,-3.9,-6.0,-0.1,3.9,-7.0,3.5,0.0,5.3,-8.8,3.0
COc1c(C)cc(Br)cc1C(=O)Nc1cccc(-c2nc3ncccc3o2)c1,-10.1,-6.8,-1.0,0.2,-19.4,8.4,0.7,4.3,-15.2,2.5
Cn1nc(C(=O)Nc2ccc3c(c2)OCO3)c2ccccc2c1=O,-5.5,3.9,-1.7,-2.7,3.2,19.4,-1.6,1.7,-0.8,0.5
CCOCCCN(C)C1CCN(C(=O)c2oc3ccccc3c2NC(=O)Cc2ccc([N+](=O)[O-])cc2)CC1,-5.4,-1.6,-2.5,-1.5,-3.6,4.8,-2.0,3.2,-0.8,2.3
CCN(CC(=O)Nc1c(F)cccc1F)C(=O)Cc1c[nH]c2ccccc12,5.6,-0.7,0.1,1.5,0.5,-7.1,-2.4,4.2,-4.1,-0.6
CC1(C)CC(N(Cc2ccco2)C(=O)Cc2ccccc2)CCO1 (centres undefined),-2.8,0.1,1.0,0.7,2.5,6.4,1.5,4.4,2.4,1.6
O=C(c1sc(N2CCOCC2)nc1-c1ccccc1)N1CCCCC1,3.3,-0.6,-1.5,3.0,2.7,-11.2,2.9,-4.2,2.0,0.8
Cc1ccc(C2=NC3(CCCC3)NC2=S)cc1,-4.2,0.9,-1.1,0.7,-1.3,-11.7,6.9,-7.7,-6.7,2.2
Cc1c(C)n(C)c2ccc(C(=O)NCCN3CCOCC3)cc12,-0.1,-0.5,-2.7,0.1,0.7,-4.9,2.6,-5.7,-6.4,-1.5
CC(=O)N1c2ccc(S(=O)(=O)N3CCC(C(=O)N4CCCCC4)CC3)cc2CC1C (centres undefined),11.1,-4.9,-2.5,2.9,-8.5,2.8,-0.3,3.3,1.5,1.8
COC(=O)Nc1nnc(Cc2ccccc2)s1,-1.3,1.2,0.9,0.1,-4.2,-4.4,-1.6,6.6,0.9,2.2
Cn1c(-c2ccc(F)cc2)cc2onc(-c3ccccc3Cl)c2c1=O,2.0,-2.9,-0.2,-1.7,0.2,9.6,2.4,2.5,-4.0,0.8
O=C(Cc1ccccc1[N+](=O)[O-])NCc1ccco1,2.3,12.0,-1.2,-1.7,1.6,3.5,-0.4,5.9,0.2,-0.7
CCOc1ccc(NC(=O)CN(C)C(=O)c2cc(-c3ccco3)nc3ccccc23)cc1OCC,-4.2,3.8,2.0,1.8,-0.6,-10.8,9.3,-6.1,-6.1,-1.0
O=C(CCS(=O)(=O)Cc1ccccc1)N1CCN(Cc2ccccc2)CC1,-3.9,1.7,-0.5,-1.3,-1.4,-8.7,1.3,7.8,-2.2,-7.2
Cc1cccc(OCCNC(=S)NC(=O)c2cncc(Br)c2)c1,-2.3,2.9,-0.4,-4.5,3.5,9.9,-1.1,3.3,1.4,-3.2
CCn1ncc(-c2ccnc3cc(C(=O)O)nn23)c1C,-1.5,4.5,0.3,3.3,1.5,-2.1,2.7,4.5,2.7,-9.2
NS(=O)(=O)c1ccc(CNC(=O)c2cc(S(=O)(=O)N3CCOCC3)c(Cl)cc2Cl)cc1,2.2,1.8,-0.7,0.8,2.0,0.2,-1.2,-5.4,5.6,-6.8
CC1(C(=O)Nc2cccc(C#N)c2)CCN1C(=O)C/C=C/c1ccccc1 (centres undefined),-9.7,12.2,0.2,24.2*,0.6,-16.6,-0.9,1.7,/,1.4
CN(CC1CCCN(CCc2cccc(C(F)(F)F)c2)C1)C(=O)c1ccco1 (centres undefined),-2.2,1.4,-1.0,-3.8,3.1,11.8,-2.5,4.3,0.2,1.1
O=C(Cn1c(=O)oc2ccccc21)NC(=O)NCc1ccccc1,-0.2,2.5,0.1,0.4,6.0,12.6,2.2,-4.0,-3.8,-0.8
CN(CCCNC(=O)C1CCN(S(=O)(=O)c2cccc3nsnc23)CC1)Cc1ccccc1,-2.1,2.9,1.7,-2.8,-0.1,7.6,-1.6,7.0,3.2,1.3
CN1CCC(=C2c3ccccc3C(O)c3ccccc32)CC1 (centres undefined),7.7,-1.9,-0.8,0.6,2.5,-4.7,-0.7,-2.7,1.0,8.3
CCOC(=O)C(C)c1nc2ccccc2[nH]c1=O (centres undefined),-2.4,-2.3,0.2,-2.5,-0.8,-7.0,-2.5,7.8,-2.2,2.4

Some of the entries so far, with two lines to a compound.
Each structure is followed by: mABHD4 FP, Tn7 DDE FP, PG9 Ab binder, UHRF1 binding, SIAE primary, TDP2 absorb, PRMT1 FP inh, TCR-CD3 inh, HTRA1 inhibitor, LEDGF integ inh
COc1c(C)cc(Br)cc1C(=O)Nc1cccc(-c2nc3ncccc3o2)c1
 : -10.1, -6.8, -1.0, 0.2, -19.4, 8.4, 0.7, 4.3, -15.2, 2.5
CC(=O)N1c2ccc(S(=O)(=O)N3CCC(C(=O)N4CCCCC4)CC3)cc2CC1C (centres undefined)
 : 11.1, -4.9, -2.5, 2.9, -8.5, 2.8, -0.3, 3.3, 1.5, 1.8

Continuation.
canonical_smiles,mABHD4 FP,Tn7 DDE FP,PG9 Ab binder,UHRF1 binding,SIAE primary,TDP2 absorb,PRMT1 FP inh,TCR-CD3 inh,HTRA1 inhibitor,LEDGF integ inh
COc1cc(OC)cc(-c2noc(-c3csc([C@@H]4O[C@H](CO)[C@H](O)[C@H](O)[C@H]4O)n3)n2)c1,-1.8,7.0,-0.2,-0.2,3.4,9.0,-5.0,1.8,/,4.9
O=C(COc1ccc(Cl)cc1Cl)NN=C1CCCCC1,5.8,-6.8,-1.6,1.0,3.5,-8.2,-1.3,-0.7,0.9,-0.4
CS(=O)(=O)N1CCN(C2CCN(Cc3ccccc3)CC2)CC1,3.4,-1.8,1.4,-2.2,5.1,16.9,-2.1,-2.5,0.1,0.2
COc1ccc(-n2nnnc2SC(C)C(N)=O)cc1 (centres undefined),3.9,-0.3,-1.3,0.6,6.6,-6.1,-1.1,9.0,-5.5,-2.0
CC(C)OC(=O)CCC1(C(=O)O)CCC(=O)NC1 (centres undefined),11.7,-0.8,-2.7,4.0,0.4,-1.5,0.2,1.3,1.2,2.1
CCOC(=O)C1CCCN(c2ncnc3c2cnn3-c2cccc(C)c2)C1 (centres undefined),4.8,-0.5,-1.0,-2.8,1.2,2.8,-1.6,-2.1,-16.1,0.9
COc1ccc(CNC(=O)Cn2ncn3c(cc4ccccc43)c2=O)cc1,6.8,-1.7,-0.8,-0.9,-16.8,4.0,0.7,0.1,0.0,2.1
N#CCCN(Cc1cccnc1)S(=O)(=O)c1ccc2ccccc2c1,2.1,3.1,-0.7,-0.6,1.2,-0.3,-2.7,2.5,0.4,-2.6
CC1CCC(NC(=O)C2CC(=O)N(c3ccc4c(c3)OCCO4)C2)CC1 (centres undefined),3.0,2.5,0.5,2.4,0.4,-6.6,1.2,-5.4,8.8,-1.2
CCN(CC(=O)Nc1ccccc1C(F)(F)F)C(=O)C1CCC1,-7.0,2.3,-1.0,2.2,-10.1,-19.8,-0.2,4.3,-1.4,2.5
O=C(O)c1cccc(N2C(=O)c3ccc4c5c(ccc(c35)C2=O)C(=O)N(c2cccc(C(=O)O)c2)C4=O)c1,1.9,3.0,-2.1,7.8,2.7,14.0,-0.8,4.0,8.7,-0.3
CCc1ccc(CCC(=O)Nc2ccc(S(N)(=O)=O)cc2)o1,-2.7,0.7,-2.9,16.0,-7.4,7.6,4.7,-2.7,-4.4,-3.1
COc1ccc(N(CC(O)Cn2cnc3ccccc32)S(=O)(=O)c2ccc(C)cc2)cc1 (centres undefined),-7.4,-8.3,-1.5,2.7,-3.7,-14.9,-3.2,0.8,-6.7,6.6
Cn1cc(Br)c(C(=O)NN2C(=O)C3C(C2=O)C2C=CC3C23CC3)n1 (centres undefined),0.5,6.8,0.4,-1.2,-2.9,16.1,-0.5,-2.4,-4.2,-1.5
c1ccc2c3n(nc2c1)CCCO3,5.6,6.3,1.7,1.3,-2.5,8.8,0.9,1.7,1.8,-1.9
COc1ccccc1NC(=O)Nc1nc(C(N)CC(C)C)cs1 (centres undefined),-6.4,-6.3,1.1,0.3,3.4,-8.0,-5.8,-1.4,/,10.3
Fc1ccc(Nc2nc(N3CCOCC3)nc(N3CCOCC3)n2)cc1Cl,2.0,-1.0,-0.4,2.4,-1.5,-15.1,4.5,-8.3,-11.3,-2.5
COc1ccccc1NC(=S)N1CCN(c2ccccn2)CC1,2.0,-2.5,-2.5,-0.4,2.7,-3.3,-2.6,5.5,-2.0,-0.2
COc1cc(NC(=O)C2=C(C)OCCS2)c(Cl)cc1C(=O)NCCN(C)C,1.8,3.5,-0.9,-0.8,11.4,-15.5,-3.6,4.4,12.3,-0.3
Cc1cc(C)n(C(=O)CCCCCCCC(=O)n2nc(C)cc2C)n1,-3.0,-7.4,-0.4,-0.8,-4.4,-15.7,-2.3,0.1,6.3,-0.8
C/C(=C\C(=O)c1cccnc1)Nc1ccc(C(=O)O)cc1,8.5,-2.9,-1.7,0.3,7.7,-7.7,-3.5,1.0,-2.0,0.1
CCCCOCCCNC(=O)c1cccs1,1.7,-0.5,1.1,-3.2,12.3,4.6,2.0,7.7,0.1,-0.8
CSCCC(NS(=O)(=O)c1ccc(C)cc1)C(=O)NC1CCCCCC1 (centres undefined),-0.7,4.3,0.8,1.9,4.2,3.3,-1.8,0.8,-1.3,-1.5

Screens as filed in PubChem.
